Bioassay records (PubChem BioAssay)
PfHsp90 yeast 2: reduces growth (ATP signal) of yeast expressing P. falciparum Hsp90; S. cerevisiae expressing PfHsp90, BacTiter-Glo ATP, 48 h; yeast lacking PDR1 and PDR3 efflux regulators; inhibition, % at 9.4 µM; 0.32% of 310,000 active; AID 504621;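 active = every replicate shows inhibition above about 80%, whatever the replicate mean, limit read from the data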;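 note: 0% = DMSO neutral controls and 100% = 20 µM radicicol positive controls; yeast relying on Plasmodium falciparum Hsp90 in place of its own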
Mot1-301 SUMO: SUMOylation pathway inhibition by Mot1-301 growth rescue; S. cerevisiae Mot1-301 growth rescue, ATP luminescence, 38.5C; percent above DMSO median, 100 means doubled; growth rescue, % at 18.8 µM; 1% of 320,000 active; AID 2716;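 active = every valid replicate shows activation above 250% relative to neutral control wells; inactive = the rest, any valid replicate at or below 250%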;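 note: OY570 slx delta 5 strain wells were the positive control but not used for scaling; some compounds called inactive have numbers as strong as hits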
OPRM1-OPRD1 inv: inverse agonists of human mu-delta opioid receptor heterodimerization; P35372+P41143; cell-based MOR-DOR heterodimer luminescence, inverse agonism; inhibition, % at 9.3 µM; 0.21% of 340,000 active; AID 504357; in the data active = inhibition above about 22%, passing the limit was not always enough;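 note: 0% = cells with DMSO and 100% = wells without cells with DMSO; values of inactives mirror those of a sister screen read the other way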
Pemphigus Ab inh: human desmoglein-3 autoantibody binding inhibition | binding (percent of control), % at 10 µM | DSG3-coupled beads, scFv-anti-DSG3-GFP binding, flow cytometry; hits give low values | 0.48% of 310,000 active | AID 588358 | P32926;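 active = binding more than 3 SD below its plate's average and above zero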;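 note: hits lower antibody fragment binding to DSG3; some compounds called inactive have numbers as strong as hits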
Target sequence (P32926 whole entry, looked up, the tested form may be a part): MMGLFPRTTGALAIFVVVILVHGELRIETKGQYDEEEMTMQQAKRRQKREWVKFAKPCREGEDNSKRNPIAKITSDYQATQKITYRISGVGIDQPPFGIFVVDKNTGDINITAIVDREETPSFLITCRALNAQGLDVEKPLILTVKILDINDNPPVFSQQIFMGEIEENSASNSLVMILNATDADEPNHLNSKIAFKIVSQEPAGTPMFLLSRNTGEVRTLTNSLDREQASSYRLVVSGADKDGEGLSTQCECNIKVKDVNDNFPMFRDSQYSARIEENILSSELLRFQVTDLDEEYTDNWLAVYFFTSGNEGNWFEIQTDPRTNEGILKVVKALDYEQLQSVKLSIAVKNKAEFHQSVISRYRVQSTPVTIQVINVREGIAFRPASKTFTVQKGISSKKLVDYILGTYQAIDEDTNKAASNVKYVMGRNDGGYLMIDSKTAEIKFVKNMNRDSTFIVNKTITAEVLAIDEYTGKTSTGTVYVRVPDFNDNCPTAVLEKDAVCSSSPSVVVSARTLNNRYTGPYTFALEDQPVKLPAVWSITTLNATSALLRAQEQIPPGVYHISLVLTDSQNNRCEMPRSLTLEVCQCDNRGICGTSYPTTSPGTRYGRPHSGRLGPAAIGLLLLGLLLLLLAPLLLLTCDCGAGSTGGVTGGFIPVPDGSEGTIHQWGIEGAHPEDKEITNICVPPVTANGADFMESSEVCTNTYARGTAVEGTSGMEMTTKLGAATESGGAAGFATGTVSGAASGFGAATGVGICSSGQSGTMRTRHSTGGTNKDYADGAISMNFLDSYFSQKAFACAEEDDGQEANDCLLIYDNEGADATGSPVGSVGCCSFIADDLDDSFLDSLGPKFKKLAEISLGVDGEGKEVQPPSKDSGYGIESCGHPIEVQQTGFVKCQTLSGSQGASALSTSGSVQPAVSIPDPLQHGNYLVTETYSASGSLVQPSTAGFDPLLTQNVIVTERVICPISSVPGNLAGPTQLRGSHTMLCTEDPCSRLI
AddAB inh: less growth of phage-infected E. coli with AddAB | E. coli expressing H. pylori AddAB, absorbance growth | inhibition, % at 11.9 µM | 0.29% of 330,000 active | AID 435030; in the data active = inhibition above about 12%;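 note: 0% = vehicle wells of infected cells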
phage Ecoli inh: E. coli growth loss with phage present. inhibition, % at 11.9 µM. 0.26% of 360,000 active. growth absorbance; in the data active = inhibition above about 11%
E coli growth: reduces bacterial viability in AddAB counter-screen; 0.27% of 330,000 active; inhibition, % at 11.9 µM; E. coli V3065 growth, OD600 absorbance, 18 h;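 active = inhibition above the campaign's mean inhibition across all tested compounds plus 3 SD, cut at about 9.9% in these data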;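 note: uninfected addAB+ strain grown without phage in ampicillin broth; 0% = DMSO wells and 100% = ciprofloxacin 0.95 µg/ml wells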
OPRM1-OPRD1 ag: OPRM1-OPRD1 heterodimerization agonism; 0.3% of 340,000 active; cells, luminescence; AID 504326; activation, % at 9.3 µM; P35372+P41143; in the data active = activation above about 18%;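 note: 0% = vehicle-treated cells and 100% = reference agonist; values of inactives mirror those of a sister screen read the other way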
PKA-R1A act: activates the PKA-R1A holoenzyme complex; PKA-R1A dissociation, Cy5-IP20 fluorescence polarization; scaled: DMSO 0%, 113 µM cGMP 100%; AID 504707; P00514+P68181; 0.083% of 340,000 active; activation, % at 11.4 µM;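 active = percent activation above the mean of all tested compounds plus 3 SD, cut at about 19% in these data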;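 note: higher means more PKAc released from R1A so a rise in polarization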
Tat transport: inhibitors of E. coli Tat protein transport; AID 488895; inhibition, % at 10 µM; 0.036% of 340,000 active; E. coli MC4100 TorA-mCherry Tat export, fluorescence;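 active = mean replicate inhibition at least 50% and at least half of replicates individually reaching 50%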;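 note: exported cargo escapes ClpAP degradation while cytoplasmic cargo is degraded and loses fluorescence; 0% = median of neutral control wells and 100% = median of NaSCN control wells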
Arrestin-AP2 inh: human beta-arrestin and AP2 interaction inhibition | FITC-arrestin peptide / GST-AP2 beads, flow cytometry; AP2 beta2 appendage carries R879A mutation | inhibition, % at 10 µM | 0.31% of 340,000 active;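 active = inhibition above a set limit, near 3 SD of compounds lacking own fluorescence, cut at about 54% in these data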;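 note: plate controls were DMSO wells for no effect and 5 µM unlabelled arrestin peptide for full effect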
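Material – AP2 appendage R879A on GSH beads · Buffer or medium – PBS with 0.05% Tween 20 and 0.1% BSA · Probe or stimulus – fluorescein-tagged arrestin peptide at 50 nM final · Incubation – compound with beads 12 min RT, then probe 1 h RT · Detection – high-throughput flow cytometry of beads, ex 488, em 535 nm · Evaluation – percent response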
An asterisk follows results filed as active; . = not tested or not shown.

SMILES	PfHsp90 yeast 2	Mot1-301 SUMO	OPRM1-OPRD1 inv	Pemphigus Ab inh	AddAB inh	phage Ecoli inh	E coli growth	OPRM1-OPRD1 ag	PKA-R1A act	Tat transport	Arrestin-AP2 inh
COc1ccc(/C=C2\SC(=S)N(C(C(=O)O)c3ccccc3)C2=O)c(OC)c1 (stereo not drawn)	-17	-3	23	99	-0.4	1.0	0.8	-4.3	-7	8	-15
CN1CCc2c(sc(NC(=O)Cc3ccccc3)c2C#N)C1	-30	10	1	105	-2.6	2.7	-0.9	-0.1	-5	-2	23
Cc1cc(C(=O)COC(=O)Cc2n[nH]c(=O)c3ccccc23)c(C)n1-c1ccc2c(c1)OCCO2	-20	10	14	94	3.7	1.9	0.0	-2.4	4	-4	13
COc1ccc(C(C)NC(=O)Cc2cccs2)cc1 (stereo not drawn)	3	25	15	100	4.3	1.3	0.2	-3.0	-13	-10	29
O=S(=O)(c1ccc(Oc2ccc3oc4ccccc4c3c2)nc1)N1CCCC1	-13	-4	-14	.	5.7	1.4	0.1	2.7	-3	19	9
Cc1ccc(NC(=O)C(C)c2ccc(-c3ccccc3)c(F)c2)cc1 (stereo not drawn)	9	44	-28	102	3.6	1.2	0.8	5.1	-5	-9	27
Cc1ccc(Nc2ccc(C(=O)N3CCCC3)cn2)c(C)c1	2	-27	2	98	1.5	2.4	0.3	-0.4	-5	0	12
Cc1cc2nc(N)sc2cc1C	27	-3	-3	101	0.8	4.0	-2.1	0.5	-7	-7	-5
Cc1cccc(C(=O)Nc2ccccc2C(=O)NCc2ccco2)c1	-7	-1	-1	109	2.0	2.4	0.4	0.2	-6	-16	3
Cc1ccccc1/C(N)=N/O	1	-10	7	.	1.2	5.0	-2.6	-1.4	-1	-11	-13
Cc1ccc(C)c(NC(=O)CSc2nnc(NC(=O)C3CC3)s2)c1	5	4	15	.	1.1	2.2	0.8	-3.0	1	8	-7
Cc1ccc(S(=O)(=O)N2CCN(C)CC2)c(C)c1	3	-10	3	.	4.5	3.1	-0.2	-0.5	-5	-7	-1
COc1ccc(CC(=O)NCc2ccc(-n3cccc3)cc2)cc1OC	-17	294	12	105	-0.9	1.6	-1.8	-2.5	-3	1	6
COc1ccc(Oc2nc(C)cc(C)c2S(=O)(=O)c2ccc(C)cc2)cc1	4	121	8	106	-1.0	2.2	2.4	-1.3	0	4	-9
C(=N\NC1=Nc2cccc3cccc1c23)/c1cccnc1	6	-8	-10	104	1.2	1.7	1.6	2.2	-9	-3	-14
CCCCN(CCCNC(=O)C1CCCN(S(=O)(=O)CCC)C1)Cc1ccccc1 (stereo not drawn)	27	7	-3	105	-0.7	1.1	-3.3	0.8	-1	-7	-4
Cc1cccc(C)c1NC(=O)N1CCC(c2nc3ccccc3o2)CC1	-3	20	10	103	-0.2	2.1	-0.2	-1.9	-17	-6	-3
CCc1ccc(OCCOCC(O)CN2CCN(Cc3ccc(Cl)cc3)CC2)cc1 (stereo not drawn)	5	71	-10	101	4.3	3.7	1.1	2.0	-8	7	5
COc1ccc(CN(C(=O)CN2C(=O)c3ccccc3S2(=O)=O)C(C(=O)NCC2CCCO2)c2ccncc2)cc1 (stereo not drawn)	-5	2	13	91	3.9	2.5	-2.0	-2.0	-9	-19	13
CCCC(=O)n1nc(-c2cccnc2)nc1NCc1ccccc1	-28	.	-30	104	.	1.1	.	5.4	-8	1	-5
Cc1ccc(NC(=O)C[n+]2ccccc2)cc1[N+](=O)[O-]	-23	-8	7	106	0.2	1.9	-0.8	-1.1	-1	2	21
O=C(COc1ccc2ccc(=O)oc2c1)Nc1ccc(N2CCOCC2)cc1	10	20	16	66	-0.2	0.5	-0.9	-3.1	-6	4	17
Cc1cc2c(c(=O)o1)C(C(C)C)C(C#N)=C(N)O2 (stereo not drawn)	-31	46	11	.	5.3	2.3	-0.6	-2.1	2	-3	0
CCn1nc(C)c(CN2CCCCC2C(=O)Nc2ccc(Oc3cccnc3)cc2)c1C (stereo not drawn)	5	6	6	100	1.3	.	-3.2	-1.1	1	-3	26
Cc1nnc(NC(=O)CCC(=O)NCc2ccco2)s1	-4	191	10	99	3.3	2.1	0.9	-2.1	-3	7	8
Cc1nc(SCC(=O)N2CCc3ccccc3C2)c2c(C)c(C)sc2n1	27	22	-9	.	1.7	-0.4	4.1	1.7	0	21	7
Cc1cc(SCC2=NNC(=O)C2)c(Cl)cc1Cl	3	-13	15	96	4.5	4.2	0.8	-3.0	-6	2	8
CCC1CCCCN1CCNC(=O)C1CCN(S(=O)(=O)c2c(C)noc2C)CC1 (stereo not drawn)	-12	.	-7	106	0.8	-1.6	0.6	1.4	-3	-4	-3
CC1Sc2ccc(C(=O)Nc3cc(S(C)(=O)=O)ccc3Cl)cc2NC1=O (stereo not drawn)	2	-6	11	.	-0.9	2.3	2.3	-3.0	-5	9	3
COc1ccc(C(=O)Nc2c(N)nc(SCC(=O)Nc3ccc(NC(C)=O)cc3)[nH]c2=O)cc1OC	-31	-3	18	104	0.9	1.2	1.4	-3.3	-7	-7	3
Cc1cccc(/C(N)=N/OC(=O)c2cccc3ccccc23)c1	.	80	8	.	1.1	3.6	-0.3	-1.4	-5	-2	2
Fc1ccccc1NC(=S)N1CCN(Cc2ccc3c(c2)OCO3)CC1	-3	-4	8	104	1.8	4.2	-1.5	-1.5	-10	-4	36
COc1ccc(Cl)cc1NC(=O)CN(C)C(=O)C12CC3CC(CC(Cl)(C3)C1)C2	1	-8	-6	100	.	1.0	.	1.2	-4	3	36
C/C(=N\NC(=O)c1nnn(-c2nonc2N)c1C(C)C)c1ccc2ccccc2c1	0	18	4	101	-2.7	4.7	-3.4	-0.9	0	2	4
CC1=N/C(=C\c2ccc3c(c2)OCO3)C(=O)N1c1ccc(C(=O)O)cc1	-18	2	-1	99	1.4	1.8	1.7	0.1	-9	14	-5
CCOC(=O)[C@H]1[C@H]2COc3ccccc3[C@@H]2N2C(=O)[C@@H](C)NC(=O)[C@@]12C	.	-13	17	106	1.1	0.8	0.6	-3.2	0	8	-7
COc1ccc(N=CC=C2OC(C)(C)C(C)(C)O2)cc1OC	-3	-12	-2	100	-0.3	0.9	-0.7	0.4	4	0	40
S=c1nc(Cc2ccccc2)[nH]c2ccccc12	-21	7	-5	508	1.5	0.2	-2.9	0.9	-6	5	12
CCOC(=O)N1CCN(c2c(NCCc3ccc(OC)c(OC)c3)c(=O)c2=O)CC1	5	-17	14	101	1.2	2.4	-2.2	-2.4	6	-11	-9
Cc1nc2ccc3nc(NC(=O)c4ccco4)sc3c2s1	11	2	-59	95	0.9	3.0	-0.2	11	-5	-8	14
CN1CCN(C2=C(Cl)C(=O)N(c3ccc(Cl)cc3)C2=O)CC1	-14	105	-4	96	0.5	.	-1.2	0.7	-1	-6	30
COc1ccc(N2C(=O)[C@@H]3[C@H](C2=O)[C@H]2C=CC=NN2[C@@H]3C(=O)Nc2ccc(Cl)cc2)cc1	.	6	.	101	-0.3	0.2	-2.7	.	.	.	5
NCC(=O)N1CCC(C(=O)N[C@@H](Cc2c[nH]c3ccccc23)C(=O)O)CC1	-6	-24	10	94	.	0.1	.	-1.7	3	-4	3
Cc1cc2c(NC(=O)Nc3ccc(C(F)(F)F)cc3)cccc2nn1	7	69	-20	114	5.7	4.0	2.1	3.8	-4	-10	3
CSCCC(NC(=O)c1ccc(Cl)cc1)C(=O)OCC(C)=O (stereo not drawn)	-5	-14	16	101	-1.9	0.4	1.8	-3.0	-2	6	-9
O=C(Nc1nnc(C(F)(F)F)s1)c1ccc(Br)s1	-31	29	-5	100	14*	3.7	9.4	1.0	-4	-3	0
CC(C)C(Sc1nc(-c2ccccc2)cc(-c2ccccc2)c1C#N)C(=O)O (stereo not drawn)	-9	5	12	99	5.0	3.1	2.9	-2.4	-8	8	-1
COc1ccccc1NC(=O)COC(=O)c1cnc(C)cn1	26	6	-7	105	7.0	1.6	-0.8	1.4	-1	-3	7
O=C(CNC(=O)c1ccc(F)cc1)Nc1ccccc1C(F)(F)F	-16	3	10	97	1.9	-0.1	0.2	-1.9	-2	2	25
COc1cccc(/C=C2\SC(=S)N(C(Cc3ccccc3)C(=O)O)C2=O)c1 (stereo not drawn)	-10	113	11	107	4.1	6.3	0.7	-2.1	-9	-13	4
N/C(CS(=O)(=O)c1ccc(F)cc1)=N\O	-2	10	15	109	5.7	2.8	1.8	-3.0	3	-6	-7
Cc1cccc(-c2noc(CCCC(=O)NC3CCCCC3)n2)c1	12	158	-2	96	2.6	0.9	-4.4	0.4	-5	-3	-33
COc1ccc(NC(=O)CSc2nnc(-c3cccs3)n2N)cc1S(N)(=O)=O	12	-17	13	97	0.1	2.2	-1.1	-2.9	4	-2	-3
C=CCOc1c(CCC)cc(CCC)cc1C(N)=O	-11	-3	-22	98	-0.7	3.8	-0.9	4.1	-4	2	29
Cc1cc(C)c(NC(=O)COC(=O)c2cc([N+](=O)[O-])ccc2N2CCOCC2)c(C)c1	4	1	1	.	-1.3	3.1	1.0	-0.2	-4	1	0
Cc1noc(C)c1S(=O)(=O)N1CCCC(C(=O)NCCc2ccccc2)C1 (stereo not drawn)	6	-1	10	106	0.7	0.9	3.7	-2.0	-11	3	27

Six of the compounds above, with two lines to a compound:
The line under a structure holds: PfHsp90 yeast 2	Mot1-301 SUMO	OPRM1-OPRD1 inv	Pemphigus Ab inh	AddAB inh	phage Ecoli inh	E coli growth	OPRM1-OPRD1 ag	PKA-R1A act	Tat transport	Arrestin-AP2 inh
O=C(Nc1nnc(C(F)(F)F)s1)c1ccc(Br)s1
→ -31	29	-5	100	14*	3.7	9.4	1.0	-4	-3	0
CC(C)C(Sc1nc(-c2ccccc2)cc(-c2ccccc2)c1C#N)C(=O)O (stereo not drawn)
→ -9	5	12	99	5.0	3.1	2.9	-2.4	-8	8	-1
COc1ccccc1NC(=O)COC(=O)c1cnc(C)cn1
→ 26	6	-7	105	7.0	1.6	-0.8	1.4	-1	-3	7
O=C(CNC(=O)c1ccc(F)cc1)Nc1ccccc1C(F)(F)F
→ -16	3	10	97	1.9	-0.1	0.2	-1.9	-2	2	25
COc1cccc(/C=C2\SC(=S)N(C(Cc3ccccc3)C(=O)O)C2=O)c1 (stereo not drawn)
→ -10	113	11	107	4.1	6.3	0.7	-2.1	-9	-13	4
N/C(CS(=O)(=O)c1ccc(F)cc1)=N\O
→ -2	10	15	109	5.7	2.8	1.8	-3.0	3	-6	-7
